MC4R antag cAMP – MC4R antagonists of cAMP signaling, primary screen, cell-based, TR-FRET, antagonist arm of biased-ligand search; AID 540295, 2011; MC4R-expressing cells, MTII-stimulated cAMP, LANCE TR-FRET; inhibition, % at 6.5 µM; 360,000 compounds, 0.48% hits; Melanocortin receptor 4 (Homo sapiens), P32245;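 active = inhibition above its plate's cutoff, the mean of tested wells on that plate plus 3 SD, cut at about 29% in these data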;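 also: 0% = Melanotan II alone and 100% = Melanotan II plus saturating MCL0020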
Target sequence (P32245 whole entry, looked up): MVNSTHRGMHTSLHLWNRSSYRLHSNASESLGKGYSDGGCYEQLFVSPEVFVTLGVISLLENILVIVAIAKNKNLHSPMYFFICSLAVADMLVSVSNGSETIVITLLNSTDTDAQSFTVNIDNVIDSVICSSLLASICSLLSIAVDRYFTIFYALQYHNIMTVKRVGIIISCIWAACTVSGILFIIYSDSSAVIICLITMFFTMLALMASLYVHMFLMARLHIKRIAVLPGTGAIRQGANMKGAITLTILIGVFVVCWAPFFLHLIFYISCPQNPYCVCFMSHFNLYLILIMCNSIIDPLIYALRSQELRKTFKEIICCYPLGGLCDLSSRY
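material = U2OS cells stably expressing human melanocortin 4 receptor (MC4R) | also added = Melanotan II challenge | dosing = single nominal compound dose of 6.5 µM | detection = TR-FRET with Eu-cAMP and labeled anti-cAMP, 671 nm | replication = singlicate | timing = compound 30 min, challenge 1 h, detection 1 h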
TLR9-MyD88 block – inhibitors of TLR9-MyD88 association in cells, primary screen, cell-based, CHO, BLA complementation, fluorescence; Toll-like receptor 9 (Homo sapiens) + Myeloid differentiation primary response protein …; CCF4 FRET ratio; inhibition, % at 4.98 µM; 340,000 compounds, 0.21% hits;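 active = inhibition above the mean over all tested compounds plus 3 SD, cut at about 21% in these data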;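 also: 0% = DMSO only wells and 100% = clavulanate BLA inhibitor control wells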
Glyco luc inh – increase of ERlucT glycosylation luciferase signal, primary screen, N-linked glycosylation inhibitor project, D54 ERlucT cells, luminescence, set 2; reporter increase, % at 12.5 µM; 360,000 compounds, 0.23% hits; D54 ERlucT glycosylation luciferase reporter, 24 h; percent of 100 nM tunicamycin response;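 active = mean luciferase reporter signal, scaled so untreated is 0 and the glycosylation-blocking control 100, at or above a set limit in every replicate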;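 also: luciferase carries N-glycosylation sites so blocking glycosylation raises the light; 0% = median of neutral control wells and 100% = median of 100 nM tunicamycin wells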
MC4R barr agon – MC4R agonists recruiting beta-arrestin, primary screen, cell-based, luminescence, agonist arm of biased-ligand search; 360,000 compounds, 0.98% hits; Melanocortin receptor 4 (Homo sapiens), P32245; U2OS MC4R beta-arrestin complementation; percent of melanotan II response, DMSO zero; activation, % at 8.9 µM; AID 540308, 2011;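 active = activation above a per-plate cutoff, the mean activation of sample wells on that plate plus 3 SD, cut at about 8% in these data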
NOD2 RIPK2 PPI – NOD2-RIPK2 binding disruptors in cells, primary screen, fluorescence, CHO cells, BLA complementation; Receptor-interacting serine/threonine-protein kinase 2 (Homo sapiens), O43353; CCF4 ratio; inhibition, % at 4.98 µM; 360,000 compounds, 0.38% hits; AID 624267, 2012; in the data active = inhibition above about 21%;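 also: 0% = vehicle only and 100% = reference blocker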
Target sequence (O43353 whole entry, looked up): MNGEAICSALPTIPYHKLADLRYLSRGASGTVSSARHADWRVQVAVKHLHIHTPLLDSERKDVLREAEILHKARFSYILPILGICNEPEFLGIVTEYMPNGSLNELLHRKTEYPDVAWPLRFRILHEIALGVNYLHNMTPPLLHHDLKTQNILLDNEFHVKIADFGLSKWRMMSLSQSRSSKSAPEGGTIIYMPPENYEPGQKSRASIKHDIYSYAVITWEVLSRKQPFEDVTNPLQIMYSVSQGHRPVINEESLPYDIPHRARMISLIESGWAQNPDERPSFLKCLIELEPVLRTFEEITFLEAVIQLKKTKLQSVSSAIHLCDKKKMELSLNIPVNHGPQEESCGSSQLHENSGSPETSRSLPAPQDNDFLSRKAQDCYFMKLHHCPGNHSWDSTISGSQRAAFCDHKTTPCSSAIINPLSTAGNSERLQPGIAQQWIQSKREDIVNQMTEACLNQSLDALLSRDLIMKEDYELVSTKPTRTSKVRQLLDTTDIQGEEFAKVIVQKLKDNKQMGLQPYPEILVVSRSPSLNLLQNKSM
aDG glyco up – activators of alpha-DG glycosylation, primary screen, uHTS, Pro5-aDG cells, AlphaScreen; 360,000 compounds, 0.22% hits; alpha-DG glycosylation AlphaScreen (IIH6); 0% Pro5, 100% B10-LARGE cell signal; activation, % at 10 µM; AID 624168, 2012;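 active = activation of at least 8% versus controls, or a plate z-score of at least 8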;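 also: Pro5 are CHO cells carrying HIG-tagged alpha-DG that lacks glycosylation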
Granule exo inh – LAMP-1 surface exposure blockers, TALL-104 cells – cell-based, flow cytometry, MLPCN library, primary screen | TALL-104 LAMP-1 surface exposure; cells stimulated with thapsigargin and PMA | inhibition, % at 10 µM | 360,000 compounds, 0.66% hits;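 active = inhibition above about 55%, limit read from the data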
ABCB6 inh 2 – ABCB6 transporter inhibitors, primary screen, K562-ABCB6 cells, flow cytometry, MLPCN library. K562-ABCB6 porphyrin accumulation, 1 h; stronger effect = lower value. fluorescence ratio to DMSO, % at 10 µM. AID 602162, 2011. 360,000 compounds, 0.19% hits. ATP-binding cassette sub-family B member 6 (Homo sapiens), Q9NP58;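 active = fluorescence ratio to DMSO below 75%, the collection mean minus 3 SD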;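 also: signal is porphyrin accumulated inside mitochondria; 100% equals median channel fluorescence of DMSO control wells; lower ratio means ABCB6 inhibition with less porphyrin fluorescence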
Vif inh – HIV Vif self-association inhibitors, primary screen, imaging, HEK293T, single point | HEK293T cells, Vif self-association by quenched fluorescence, 24 h | inhibition, % at 7.49 µM | 340,000 compounds, 0.35% hits | AID 602346, 2012; in the data active = inhibition above about 50%, passing the limit was not always enough; also: some results filed as inactive read as strong as hits
ABHD5-PLIN5 inh – ABHD5-PLIN5 interaction inhibitors, primary screen, cell lysate, split luciferase complementation, luminescence; Perilipin-5 (Homo sapiens) + 1-acylglycerol-3-phosphate O-acyltransferase ABHD5 (Homo …; 360,000 compounds, 0.78% hits; inhibition, % at 4 µM; Split G. princeps luciferase complementation, 4 h;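 active = inhibition above the mean inhibition across every tested compound plus 3 SD, cut at about 22% in these data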;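 also: 0% = DMSO only wells and the 100% control is not disclosed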
An asterisk follows results filed as active; / = not tested or not shown.

SMILES	MC4R antag cAMP	TLR9-MyD88 block	Glyco luc inh	MC4R barr agon	NOD2 RIPK2 PPI	aDG glyco up	Granule exo inh	ABCB6 inh 2	Vif inh	ABHD5-PLIN5 inh
C[C@@H]1CN([C@@H](C)CO)C(=O)CCCn2nncc2CO[C@H]1CN(C)C(=O)c1cc(-c2ccccc2)on1	3	2	-1	-1.3	3	0.0	8	97	-1	4
C=CCOc1c2ccc(C(=O)N(CC)c3ccc(OC)cc3)cc2nn1C	-7	-2	-1	-0.6	-1	0.3	-7	99	-11	-3
O=C(c1cc2ccccc2o1)N1CCN(CCOc2ccccc2)CC1	-4	-7	0	-2.5	6	-0.1	-11	94	7	-10
CCCC[C@@H]1CC2=C(C(=O)OC(C)(C)O2)[C@@H](c2ccc(F)cc2)O1	/	/	/	/	-2	-0.1	1	101	/	-5
N#CCC(=O)N/N=C1\CCCCC1C1CCCCC1 (configuration not stated)	-2	-14	2	-0.9	-2	-0.1	2	131	9	2
O=C(O)c1cc(O)ccc1NC(=O)C(c1ccccc1)c1ccccc1	17	-3	2	1.7	2	0.1	1	104	-2	6
CCc1ccc(CN2C(=O)c3ccccc3C2C(=O)NCC2CCCO2)cc1 (configuration not stated)	14	-12	2	-2.7	-8	0.1	-3	97	-4	0
Cc1ccc(-n2c(=O)c3ccccc3n(CC(=O)C(C)(C)C)c2=O)cc1	6	-4	0	-2.0	-4	0.0	-4	97	-2	0
CCCCCC1CC(CC#CCN2CCOCC2)C(=O)O1 (configuration not stated)	9	-3	0	-0.3	-2	0.6	4	99	3	6
Cc1nn(CC2CCCCC2)c(N)c1-c1ccccc1	5	-8	0	2.1	-7	-0.2	4	106	-2	-1
Cc1ccccc1CNC(=O)C1CCC(=O)N(CC2CCCCC2)C1 (configuration not stated)	10	-5	0	-1.7	0	0.4	50	98	-3	4
COc1ccc(NC(=O)CSc2nnc(Cc3cccn3C)n2-c2ccc(F)cc2)cc1	2	-6	0	0.8	1	0.3	2	102	-1	-4
Cc1ccccc1CSCCNC(=O)CCSc1ccccc1	-3	-10	0	1.5	3	-0.2	-1	89	3	-9
COc1ccc(N2CCCn3c2nc2c3c(=O)n(CCc3ccccc3)c(=O)n2C)cc1	19	-8	2	-0.3	0	0.1	-2	115	-18	2
Cc1ccc(N(CC(=O)NC2CCCC2)C(=O)CCCC(=O)Nc2ccccn2)cc1C	7	-7	-1	-1.2	-6	0.0	-5	103	-4	3
COC(=O)C1=C(C)N(CCc2ccc(OC)c(OC)c2)C(=O)C1	2	-1	2	0.6	-4	0.1	-2	101	1	7
COc1ccc(N2CCN(S(=O)(=O)CCNC(=O)COc3ccccc3OC)CC2)cc1	-2	-1	-3	1.2	2	0.0	3	97	-1	0
O=C(CSc1nnc(-c2ccc(Br)cc2)o1)Nc1cccc2ccccc12	5	-4	-1	9.1*	-8	0.0	2	103	-2	-15
CCn1c(CNc2ccccc2Cl)nnc1SCCN1CCCCC1	9	-5	-5	-0.7	-6	-0.1	2	97	21	-3
Cc1cc(C)c(O)c(-c2cc(C(=O)Nc3cccnc3)[nH]n2)c1	6	4	-1	-0.5	0	0.3	2	96	-9	0

Reformatted with the structure last: two of the compounds above
| MC4R antag cAMP | TLR9-MyD88 block | Glyco luc inh | MC4R barr agon | NOD2 RIPK2 PPI | aDG glyco up | Granule exo inh | ABCB6 inh 2 | Vif inh | ABHD5-PLIN5 inh | Structure |
| --- | --- | --- | --- | --- | --- | --- | --- | --- | --- | --- |
| 9 | -5 | -5 | -0.7 | -6 | -0.1 | 2 | 97 | 21 | -3 | CCn1c(CNc2ccccc2Cl)nnc1SCCN1CCCCC1 |
| 6 | 4 | -1 | -0.5 | 0 | 0.3 | 2 | 96 | -9 | 0 | Cc1cc(C)c(O)c(-c2cc(C(=O)Nc3cccnc3)[nH]n2)c1 |

Next entries follow.
SMILES	MC4R antag cAMP	TLR9-MyD88 block	Glyco luc inh	MC4R barr agon	NOD2 RIPK2 PPI	aDG glyco up	Granule exo inh	ABCB6 inh 2	Vif inh	ABHD5-PLIN5 inh
N#Cc1cccnc1Nc1ccc(Cl)cc1	-3	-16	1	-3.3	-14	0.0	0	101	-3	1
CSc1ccc(S(=O)(=O)N2CCC(C(=O)Nc3ccccc3C(F)(F)F)CC2)cc1	9	1	-4	-0.7	0	0.0	6	98	7	-8
COc1ccc(C2CC(=O)Oc3cc(C)c(Cl)cc32)cc1 (configuration not stated)	7	-8	1	-1.5	7	-0.1	8	99	6	4
CO[C@@H]1CN(C)C(=O)c2cc(NC(=O)Nc3cc(F)ccc3F)ccc2OC[C@H](C)N(C(=O)c2ccccn2)C[C@@H]1C	/	/	/	/	-22	0.1	-8	/	/	-11
Cc1nc(=O)c(-c2ccccc2)c(C)n1CCCO	-1	2	2	-0.7	-3	-0.2	0	93	3	2
COc1cccc(NC(=O)C(=O)NCc2ccncc2)c1	8	-14	0	-2.6	-1	-0.2	-4	99	1	1
O=C(Oc1ccccc1C(=S)N1CCCCC1)c1cc([N+](=O)[O-])cc([N+](=O)[O-])c1	4	-8	4	0.9	6	-0.2	-9	101	28	-9
CC1(c2ccc(OC(F)F)cc2)NC(=O)N(CC(=O)Nc2ccccc2)C1=O (configuration not stated)	-5	-4	10	-1.5	0	0.0	4	97	-5	-1
Cc1ccc(CNC(=O)CCSCc2ccc(C)cc2)cc1	12	9	0	1.1	-3	0.1	8	99	-10	0
CSC1=C(C#N)C(c2ccc(C)cc2)C2=C(CCCC2=O)N1 (configuration not stated)	3	-10	3	-0.8	-6	0.0	-2	107	11	2
O=C(NCC(c1ccco1)N1CCN(c2ccccc2F)CC1)c1cccs1 (configuration not stated)	24	-4	0	-0.5	0	0.0	16	105	2	-6
Cc1ccc(NC(=O)c2ccc(NCCCN3CCC(C)CC3)c([N+](=O)[O-])c2)cc1F	-11	5	-6	7.6	2	0.0	68*	86	-3	13
CCc1cccc(CC)c1-n1c(SCC(=O)c2c(N)n(C)c(=O)n(C)c2=O)nnc1-c1cccnc1	24	-8	3	2.4	-12	0.0	2	92	0	2
O=C1CCC(C(=O)N2CCCO2)CN1Cc1cccc(C(F)(F)F)c1 (configuration not stated)	6	0	-1	-1.8	-5	0.3	-9	94	/	5
O=S(=O)(Nc1nc2ccccc2nc1N1CCN(c2ccccc2)CC1)c1ccc(F)cc1	4	-10	3	3.5	-5	-0.1	-1	112	-3	7
CCN(C(=O)COC(=O)CCc1ccccc1OC)c1c(N)n(Cc2ccccc2)c(=O)[nH]c1=O	0	1	2	0.2	-3	-0.3	2	94	7	-3
O=C(C1=C[C@H](c2ccc(Br)cc2)C[C@H](OCCCCO)O1)N1CCN(Cc2ccc3c(c2)OCO3)CC1	14	13	-4	0.5	2	1.3	-1	96	-4	12
Cc1ccc([C@H]2C[C@H](n3cc(-c4ccc(F)cc4)nn3)[C@@H](O)CN2C(=O)C2CCCCC2)cc1	10	-4	-1	-1.4	-7	-0.2	-7	86	0	0
Cc1cccc2cc(C(c3nnnn3Cc3ccccc3)N3CCN(C)CC3)c(=O)[nH]c12 (configuration not stated)	3	0	1	-1.2	-7	-0.1	-1	94	-3	9
CC(C)CNC(=S)NC1CC2CCC(C1)N2Cc1ccccc1 (configuration not stated)	-4	-5	-2	-1.6	-3	-0.1	0	93	-1	2

Only Vif inh and ABCB6 inh 2, for some of the entries so far:
canonical_smiles	Vif inh	ABCB6 inh 2
CCc1cccc(CC)c1-n1c(SCC(=O)c2c(N)n(C)c(=O)n(C)c2=O)nnc1-c1cccnc1	0	92
O=C1CCC(C(=O)N2CCCO2)CN1Cc1cccc(C(F)(F)F)c1 (configuration not stated)	/	94
O=S(=O)(Nc1nc2ccccc2nc1N1CCN(c2ccccc2)CC1)c1ccc(F)cc1	-3	112
CCN(C(=O)COC(=O)CCc1ccccc1OC)c1c(N)n(Cc2ccccc2)c(=O)[nH]c1=O	7	94
O=C(C1=C[C@H](c2ccc(Br)cc2)C[C@H](OCCCCO)O1)N1CCN(Cc2ccc3c(c2)OCO3)CC1	-4	96
Cc1ccc([C@H]2C[C@H](n3cc(-c4ccc(F)cc4)nn3)[C@@H](O)CN2C(=O)C2CCCCC2)cc1	0	86
Cc1cccc2cc(C(c3nnnn3Cc3ccccc3)N3CCN(C)CC3)c(=O)[nH]c12 (configuration not stated)	-3	94

Other structures follow.
SMILES	MC4R antag cAMP	TLR9-MyD88 block	Glyco luc inh	MC4R barr agon	NOD2 RIPK2 PPI	aDG glyco up	Granule exo inh	ABCB6 inh 2	Vif inh	ABHD5-PLIN5 inh
CCCCC[C@H]1CCCCC[C@H](O)C[C@H](O)[C@@H](O)/C=C/C(=O)O1	/	/	/	/	-10	0.1	-4	117	/	0
CC(C)n1nc(C(=O)Nc2ccc3c(c2)OCO3)c2ccccc2c1=O	2	-2	-1	4.2	-1	-0.3	-1	95	5	3
CC1=NOC(=O)/C1=C\c1ccc(-c2cc(Cl)ccc2Cl)o1	-3	7	2	1.0	3	-0.2	74*	105	-5	39*
CNc1n[nH]c(-c2ccccc2)n1	6	-5	4	-0.9	1	0.1	-16	99	-10	-5
CC(=O)N[C@@H](Cc1c[nH]c2ccccc12)C(=O)OCC(=O)Nc1cc(C)on1	1	2	9	2.4	1	0.0	-6	98	-5	-9
CS(=O)(=O)c1ccc2nc(NC(=O)CCS(=O)(=O)c3ccccc3)sc2c1	17	3	-17	-0.9	1	-0.1	-8	100	-1	2
O=c1cc(CSc2nc(NCc3ccccc3)c3ccccc3n2)nc2ccc(Cl)cn12	0	-10	1	0.7	1	-0.7	4	99	-10	3
Cc1nnc2ccc(-c3ccc(NC(=O)c4cccnc4Cl)cc3)nn12	6	7	8	-0.4	2	-0.1	-4	100	8	1
CCOc1ccc(OCCSc2nc(C)cc(=O)[nH]2)cc1	3	-4	-1	-1.1	6	-0.1	0	99	1	-2
Cc1ccccc1N/C(SCc1ccc(Cl)cc1)=C(/C#N)C(=O)NCc1ccco1	10	-10	-4	-2.7	-1	0.0	0	94	-5	1
CCc1cccc(CC)c1-n1c(SCC(=O)N2CCc3ccccc3C2)nnc1-c1cccnc1	8	-1	-2	0.5	-2	0.2	6	104	-11	7

Screening results (PubChem BioAssay)

Only part of the results is shown (hit frequency here may not be typical).
